Screening results from PubChem BioAssay.
S3 lipid droplet: qHTS Assay for Lipid Storage Modulators in Drosophila S3 Cells. Drosophila S3 cells, BODIPY lipid droplet fluorescence, 18-24 h; cells fed with added oleic acid. Potency in µM for hits, for the others lipid storage change, negative = inhibition, % at the top dose, mostly 46.1 µM. actives 0.64% (n = 320,000). AID 2685; active = well fitted inhibition curve with a large enough effect in the signal ratio, with a control signal flat, not every such curve was filed as active; inconclusive = small, poorly fitted or top-dose-only effect, or effect the other way, or a change in a side signal; the % refers to the signal ratio
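Laser-scanning cytometry quantifies lipid droplet accumulation (500–530 nm total intensity; droplet/cell object ratio) in oleic acid-fed (400 uM added) Drosophila S3 cells treated with a concentration series. 20 uM Triacsin C defined 100% inhibition.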
S3 lipid droplet cell count max: also measured in S3 lipid droplet; calls as there; cell number change, %; measured here: cell count max response;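 cells counted by Cell Tracker Red CMTPX staining in the red channel; peak over a dose series mostly up to 46.1 µM; percent activity relative to internal control wells on each plate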
Starred values were filed as active, the others as inactive; i = inactive; ? = inconclusive; . = not tested or not shown. % is scaled to controls: 0 for no effect and ±100 for the full control effect; potency is read from the fitted curve at half-maximal effect.

SMILES	S3 lipid droplet	S3 lipid droplet cell count max
CCC(NC(=O)Cc1cccs1)c1ccccc1 (centres undefined)	i	-2
Cc1nc(C)c(CCNC(=O)c2ccc(C(F)(F)F)cc2)s1	4%	-1
O=[N+]([O-])c1cccc2c(Cl)ccnc12	0%	18
Cn1c(=O)c2c(nc(NCc3cccnc3)n2Cc2cccc(C(F)(F)F)c2)n(C)c1=O	?	.
O=C(CN(c1cccc([N+](=O)[O-])c1)S(=O)(=O)c1ccccc1)N1CCCCC1	?	.
O=C(Nc1c(F)cc(F)cc1Br)C1CCCO1 (centres undefined)	?	.
O=S(=O)(NCCc1ccccc1)c1ccccc1	6%	-17
COc1ccccc1NS(=O)(=O)c1ccc(Cl)c(NC(=S)NC(=O)C2CCCC2)c1	?	.
COc1cc2sc(C)nc2c2ccccc12	?	.
Cc1ccc(CN2CCN(/N=C/c3ccco3)CC2)c(C)c1	0%	-15
COC(=O)Nc1sc2nc(C)cc(C)c2c1-n1cccc1	i	.
C/C(=N/NC(=O)CNC(=O)C1COc2ccccc2O1)c1cccc(O)c1 (centres undefined)	0%	7
Cn1nc(-c2ccccc2)cc1NC(=O)C1CCCCC1	?	.
O=C(c1cc2ncc(Br)cn2n1)N1CCN(C(=O)c2ccco2)CC1	?	.
CCCCCCCCn1c(=O)c(C(=O)OC)c(N)c2ccccc21	?	.
O=C(NNC(=S)NC(=O)c1ccccc1[N+](=O)[O-])c1ccccc1O	?	.
O=C(c1ccco1)N1CCN(C(=O)c2cc(=O)[nH]c3ccccc23)CC1	?	.
COc1ccc(C2Nc3ccccc3C(=O)N2C2CCCCC2)cc1 (centres undefined)	?	.
CCOP(=O)(OCC)C(Nc1ccc(C)cc1)c1ccco1 (centres undefined)	0%	16
CN(CCC1CCOCC1)C(=O)CC1C(=O)NCCN1CC1CCCCC1 (centres undefined)	8%	23
CCOC(=O)c1c(C)c(/C=N/Nc2ccccc2)n(C)c1C	?	.
Cc1ccccc1N1C(=O)c2cc(S(N)(=O)=O)c(Cl)cc2NC1C (centres undefined)	-15%	.
CC(=O)Nc1ccc(NC(=O)C(C)OC(=O)CSc2ccc(Br)cc2C)cc1 (centres undefined)	-25%	-2
CC1=C(C(=O)OCC2CCCO2)C(c2ccc(C)o2)C2=C(CC(c3ccc(F)cc3)CC2=O)N1 (centres undefined)	i	.
Cc1nccn1S(=O)(=O)c1ccc(Br)cc1Br	-11%	-1
Oc1ccc2ccccc2c1C1Nc2cccc3cccc(c23)N1	?	.
COc1ccc(-c2[nH]nc3c2C(c2ccncc2)C(C#N)=C(N)O3)cc1 (centres undefined)	?	.
Nc1nnc(-c2cn(-c3ccccc3)nc2-c2ccccc2)o1	?	.
Cn1c(N2CCCCC2)cc(=O)n(C)c1=O	14%	-5
CSc1nc(NC(C)(C)C)nc(N2CCOCC2)n1	?	.
CC(C)(Cc1ccc(O)cc1)NC(=O)CC(=O)N/N=C/c1ccc(Cl)cc1	56%	-6
CC(=O)c1cccc(NC(=O)COC(=O)COc2ccccc2C)c1	?	.
CCCCC(=O)NC(=S)NNS(=O)(=O)c1ccccc1	-5%	-3
CC(C)CN(CCOc1cccc(N2C(=O)C3=C(CCCC3)C2=O)c1)CC(C)C	?	.
COc1ccc(/C=N/Nc2nc(C)cc(-c3ccccc3)n2)cc1OC	?	.
O=C(COC(=O)CCNS(=O)(=O)c1ccc2c(c1)OCCO2)NC1CCCc2ccccc21 (centres undefined)	?	.
CC(=O)N1CCSc2ccc(S(=O)(=O)NCCc3cccc(C)c3)cc21	?	.
O=S(=O)(Cc1cc(Cl)nc(-c2cccnc2)n1)c1ccccc1	?	.
O=[N+]([O-])c1cccc(-c2ccc(/C=N/NC(=S)Nc3ccccc3)o2)c1	-23%	-16
Cc1ccc(S(=O)(=O)N2CCN(CC(=O)N/N=C\c3ccc(O)c(O)c3)CC2)cc1	?	.
O=[N+]([O-])c1cccc(-c2nnc(-c3ccccc3F)o2)c1	17%	-3
CC(C)c1cc(C(=O)N/N=C/c2ccoc2)cs1	-14%	-10
CCOc1ccc2[nH]c(=O)c(CN(Cc3nnnn3Cc3ccco3)C3CCCCC3)cc2c1	?	.
Cc1ccc2c(c1)N(CC(=O)N1CCN(c3ccccc3)CC1)C(=O)C(C)O2 (centres undefined)	i	22
COc1cccc(OC(C)c2ccnc3nc(/N=C/N(C)C)nn23)c1 (centres undefined)	30%	.
CCOc1ccc(N(CC(=O)Nc2cccnc2)S(=O)(=O)c2ccc(C)cc2)cc1	?	.
COc1ccc(CCNC(=O)c2cc3c(=O)n4cccc(C)c4nc3n(Cc3ccncc3)c2=N)cc1	?	.
O=C(N/N=C/c1ccccn1)c1ccc([N+](=O)[O-])cc1Cl	?	.
O=C1CCC(/C=C/c2ccccc2)=NN1	10%	21
CC(C)OC(=O)c1ccc(NC(=O)c2cncc(Br)c2)cc1	?	.
Cc1cc(Cl)ccc1OCC(=O)N(Cc1cccs1)C1CCS(=O)(=O)C1 (centres undefined)	?	.
CCCCCOC(=O)CSc1nnc(-c2ccccc2)c(=O)[nH]1	18%	-14
COCCN=c1scc(-c2cccs2)n1/N=C(\C)c1ccco1	?	.
O=C(NCCc1ccccn1)c1cc(-c2ccc(Cl)c(Cl)c2Cl)nc2ccccc12	-15%	.
COc1cc(Cn2nnc3ccccc32)ccc1O	-6%	-4
Cc1ccc(NC(=O)Nc2cccs2)nc1	i	.
CN(C1CCCCC1)S(=O)(=O)c1ccc(NC(=O)c2ccc(Br)o2)cc1	?	.
Nc1nc(SCC(=O)Nc2c(Br)cc([N+](=O)[O-])cc2Br)n[nH]1	?	.
Cc1ccc(CSCC(=O)NCc2ccc(F)cc2)cc1	4%	0
CCCCOC(=O)Oc1ccc2c(=O)c(Oc3cc(C)cc(C)c3)coc2c1	?	.
Next results
SMILES	S3 lipid droplet	S3 lipid droplet cell count max
O=C(NNS(=O)(=O)c1ccc2ccccc2c1)C1CCN(Cc2ccccc2)CC1	?	.
O=C(NCCCn1ccnc1)/C(=C/c1cccs1)NC(=O)c1ccco1	-4%	1
CCN1CCN(C(c2cccnc2)c2c(NC(=O)c3ccco3)sc(C)c2C)CC1 (centres undefined)	8.2µM*	-4.1*
O=S(=O)(c1ccc(Cl)cc1)N1CCN(C(=S)Nc2ccccc2F)CC1	i	18
CCN1CCN(c2ccc(S(=O)(=O)N3CCCCC3)cc2NC(=O)/C=C/c2ccc([N+](=O)[O-])cc2)CC1	-10%	3
COc1nc(Oc2ccc(=O)n(C)n2)nc(N(C)C)n1	i	.
Fc1ccc(Nc2nc(N3CCOCC3)c3ccccc3n2)cc1	?	.
CCOC(=O)Cc1nc(-c2cccc(C(F)(F)F)c2)no1	?	.
Cc1cc(C)nc(N2C(=O)CC(C(=O)O)NC2=NCCc2c[nH]c3ccccc23)n1 (centres undefined)	?	.
CCOC(=O)C1=C(C)NC(SCC(N)=O)=C(C#N)C1c1cccs1 (centres undefined)	?	.
CN(C)C=NC(=O)c1cc(C(=O)c2ccccc2)c[nH]1	?	.
CCCSc1nnc(NC(=O)Nc2ccc(C)cc2)s1	6%	10
O=C(Nc1ccc2c(c1)OCO2)NC1CCN(Cc2ccccc2)CC1	?	.
Brc1ccc(-c2nnc(-c3ccco3)o2)cc1	7%	-9
CC(C)(C)C1CCc2onc(C(=O)NCc3ccc(F)cc3)c2C1 (centres undefined)	?	.

Shown as a markdown table: part of the list above
| Compound | S3 lipid droplet | S3 lipid droplet cell count max |
| --- | --- | --- |
| Cc1cc(C)nc(N2C(=O)CC(C(=O)O)NC2=NCCc2c[nH]c3ccccc23)n1 (centres undefined) | ? | . |
| CC(C)(C)C1CCc2onc(C(=O)NCc3ccc(F)cc3)c2C1 (centres undefined) | ? | . |

The results go on:
SMILES	S3 lipid droplet	S3 lipid droplet cell count max
CCOc1ccc(Oc2ccc(C(F)(F)F)cc2NC(=O)C2=COCCO2)cc1	?	.
O=C(Cc1cccs1)NCCN1CCOCC1	?	.
COc1ccc(CN(C)CC(=O)Nc2cccc3ccccc23)cc1F	?	.
Cc1ccc(C)c(S(=O)(=O)N2CCCOC2CNC(=O)C(=O)NCc2ccccc2)c1 (centres undefined)	?	.
CC(C)(C)c1cc(N)n2nc(C(C)(C)C)cc2n1	-8%	-5
Cc1ccc(OCc2nc(-c3cccs3)no2)c([N+](=O)[O-])c1	?	.
Cc1ccc(-n2c(C)cc(/C=N/NC(N)=S)c2C)cc1	?	.
CCOC(=O)C1CCCN(C(=O)Cn2nc(CC)n3c(cc4sccc43)c2=O)C1 (centres undefined)	?	.
Cc1ccc(SCCC(=O)NCc2ccncc2)cc1	?	.
N#Cc1c(N)sc(=S)c2c1CCN(Cc1ccccc1)C2	i	.
Cc1ccc(-n2c(-c3ccncc3)n[nH]c2=S)c(C)c1	1%	.
N#Cc1cc2nc(O)c(O)nc2cc1[N+](=O)[O-]	-15%	12
Cc1cccc(C)c1NC(=O)C1(NC(=O)Cn2cccc([N+](=O)[O-])c2=O)CCCCC1	15%	1
CCOc1ccc(S(=O)(=O)N/N=C(\C)c2ccc(OC)cc2OC)cc1	4%	-12
COc1ccc(C(=O)NC(C)CCc2ccccc2)cc1[N+](=O)[O-] (centres undefined)	?	.
COC(=O)CSc1[nH]c2ccc(F)cc2c1[N+](=O)[O-]	-17%	-6
CC(C)C(=O)N1CCN(c2ccccc2NC(=O)c2cccc(Cl)c2)CC1	-14%	7
O=S(=O)(c1cccs1)N1CCc2ccccc2C1	5%	6
Cc1cccc(N(C(=O)CCC(=O)Nc2nccs2)C(C(=O)NC(C)(C)C)c2ccc(O)cc2)c1 (centres undefined)	-1%	-10
OC(COCc1ccccc1)CN1CCc2ccccc2C1 (centres undefined)	-6%	-4
COc1ccc(Cc2nnc(NC(=O)Nc3ccccc3OC)s2)cc1	-19%	1
COc1ccc(C(CC(=O)O)NC(=O)Cc2ccccc2)cc1 (centres undefined)	?	.
O=C(N/C(=C\c1cccnc1)C(=O)N1CCOCC1)c1ccco1	-15%	-14
C=C(C)Cn1c(NCCC)nc2c1c(=O)n(C)c(=O)n2C	?	.
Cc1ccc(COc2ccc(/C=N/O)cc2)cc1	?	.
CN(C)CCn1c2c(c(SCC(=O)Nc3nccs3)nc1=O)CCCC2	?	.
O=[N+]([O-])c1ccc(/C=N/NS(=O)(=O)c2ccc(Cl)cc2)o1	?	.
CC(=O)Nc1sc(N/N=C\c2ccco2)nc1-c1cccs1	0%	4
O=C(CCn1ccnc1)Nc1ccc2ccccc2c1	?	.
C=CCNC(=S)NNc1nc(N2CCCC2)nc(N2CCCC2)n1	-19%	18

Complete entries from above. Values in the order: S3 lipid droplet, S3 lipid droplet cell count max
Entry for CC(C)C(=O)N1CCN(c2ccccc2NC(=O)c2cccc(Cl)c2)CC1 : -14%, 7
Entry for O=C(N/C(=C\c1cccnc1)C(=O)N1CCOCC1)c1ccco1 : -15%, -14
Entry for Cc1cccc(N(C(=O)CCC(=O)Nc2nccs2)C(C(=O)NC(C)(C)C)c2ccc(O)cc2)c1 (centres undefined) : -1%, -10
Entry for C=C(C)Cn1c(NCCC)nc2c1c(=O)n(C)c(=O)n2C : ?, .
Entry for C=CCNC(=S)NNc1nc(N2CCCC2)nc(N2CCCC2)n1 : -19%, 18

Some of these compounds in order of molar mass, lowest first:
SMILES	S3 lipid droplet	S3 lipid droplet cell count max
N#Cc1cc2nc(O)c(O)nc2cc1[N+](=O)[O-]	-15%	12
COc1ccc(/C=N/Nc2nc(C)cc(-c3ccccc3)n2)cc1OC	?	.
O=C(COC(=O)CCNS(=O)(=O)c1ccc2c(c1)OCCO2)NC1CCCc2ccccc21 (centres undefined)	?	.

(cont.)
SMILES	S3 lipid droplet	S3 lipid droplet cell count max
CCC(C)(C)n1nnnc1C(C(C)C)N1CCN(C)CC1 (centres undefined)	?	.
Cc1ccc(S(=O)(=O)c2ccc(Cl)cc2)cc1S(=O)(=O)N1CCN(C)CC1	i	.
CCC(CC)C(=O)NCCc1ccc(F)cc1	26µM*	0.6*
Clc1ccc(-c2nnc(-c3ccccc3)o2)cn1	7%	10
Cc1c(Cl)cccc1NC(=O)Cn1nnc(C(=O)NCc2cccs2)c1N	?	.
CSc1nnnn1-c1ccc(C)c(Cl)c1	?	.
Cc1n[nH]c(=O)nc1N/N=C/c1cccs1	2%	2
C=CCSc1nc2c(c(=O)[nH]1)C(C(C)C)C(C#N)=C(N)O2 (centres undefined)	?	.
Cc1cc2c(SCC(=O)NCC3CCCO3)ncnc2s1 (centres undefined)	-10%	-3
Cc1ccc(OCc2nnc(SCC(=O)NC3CCCCC3)n2C)cc1	i	20
COc1cccc(N(CC(=O)NCC2CCCO2)C(=O)CCC(=O)Nc2nccs2)c1 (centres undefined)	-8%	-11
COc1ccc(-c2ccc(-c3noc(C(C)C)n3)c(OC)n2)cc1	?	.
CC(=O)Nc1c2c(nn1-c1ccc(C)cc1)CSC2	i	-12
O=C(CN1CCN(Cc2ccccc2Cl)CC1)N/N=C/c1cccs1	0%	19
Cc1ccc(C(=O)Nc2nc(-c3ccccc3)c(-c3ccccc3)o2)cc1	-12%	-8
CCCN(CCC)S(=O)(=O)c1ccc(NC(=O)c2cc(C(=O)OC)cc([N+](=O)[O-])c2)cc1	?	.
O=C1CSC(c2ccccn2)N1c1ccccc1 (centres undefined)	?	.
CCCCN(CC)CCCNC(=O)C1CCN(c2ncnc3c2sc2cccc(F)c23)CC1	-10%	-16
O=C(C1=C(O)C(=O)N(CCc2ccccc2)C1c1cccnc1)c1ccco1 (centres undefined)	?	.

The list is partial. The share of hits here may be higher or lower than overall.
